All columns: NCI-60 one-dose screen, growth in % after 48 h at 10 µM unless noted; 100 = growth as untreated, 0 = no growth, -100 = all killed.
CAKI-1: CAKI-1 renal cancer; 75,000 compounds, 4.7% hits
SF-295: SF-295 CNS cancer cells; 79,000 compounds, 5.6% hits
TK-10: TK-10 renal cancer cells. AID 1794769. 81,000 compounds, 3.9% hits
U251: U251 CNS tumor cells. 80,000 compounds, 5.4% hits. AID 1794753
786-0: 786-0 renal cancer cells. 81,000 compounds, 5.1% hits
SF-268: SF-268 CNS cancer cells; 82,000 compounds, 3.1% hits; AID 1794759
UO-31: UO-31 renal cancer | 81,000 compounds, 5.2% hits
SN12C: SN12C renal cancer cells; 81,000 compounds, 3.8% hits; AID 1794767
Numbers without * were called inactive; . = no result given; & = joins results of further samples. Rule for the calls: active = growth percent below 10; inactive = the rest.

SMILES	CAKI-1	SF-295	TK-10	U251	786-0	SF-268	UO-31	SN12C
COc1cc(/C=C2/C(=O)NC(SCC(=O)N3CCN(c4cc5c(cc4F)c(=O)c(C(=O)O)cn5C4CC4)CC3)=NC2N)ccc1O (stereo not given)	93.1	109.3	100.0	103.7	103.5	97.6	81.2	99.8
CCN(CC)CCN(C(=O)Oc1ccccc1)c1ccccc1	102.7	105.5	114.0	101.0	98.8	95.6	77.3	103.0
CCCCC/C(C=Nc1ccccc1C(=O)OC)=C\c1ccccc1	.	94.8	104.4	104.7	99.8	98.2	89.6	106.7
O=C(Nc1ccc2ccccc2c1)c1ccc(Cl)cc1Cl	89.3&89.2	84.6	96.6&96.4	89.1&80.9	83.3&87.0	93.7&104.7	83.5&91.1	93.0&91.9
CCCC(=O)NC(c1cccnc1)c1ccc2cccnc2c1O (stereo not given)	49.7	28.8	58.6	50.1	58.0	53.5	29.6	64.6
Cc1ccc(/C=C2\C(=O)N(C)c3ccc(-c4ccccc4)cc32)s1	75.9	76.5	127.5	91.1	97.3	98.9	83.9	86.0
COc1ccc(C(=O)c2ccc(OC)c(OC)c2)cc1OC	82.9	107.4	112.1	97.1	81.2	92.5	69.9	91.0
O=C(Nc1nc(-c2ccc(Br)cc2)cs1)c1cc(-c2ccc(Br)cc2)nc2ccccc12	.	66.2	70.3	69.8	76.1	78.3	56.7	74.7
Cc1ccc(Nc2cc(=O)[nH]c(N)n2)cc1C	83.9	101.9	145.1	101.9	101.4	122.8	87.4	103.4
O=C1NC(=O)/C(=C/c2ccc(O)cc2)N1	88.0	100.6	107.4	95.0	104.1	89.8	79.1	96.1
Cc1c(C(=O)O)nnn1-c1nccs1	94.3	101.1	100.6	92.1	97.1	102.2	91.0	101.0
CC(C)C(=O)Nc1nc2c(s1)CCCc1ccn(S(=O)(=O)c3ccccc3)c1-2	.	90.6	83.6	101.7	89.9	99.2	77.1	104.9

As a short view, some entries already given.
SMILES	CAKI-1	SF-295	TK-10	U251	786-0	SF-268	UO-31	SN12C
COc1cc(/C=C2/C(=O)NC(SCC(=O)N3CCN(c4cc5c(cc4F)c(=O)c(C(=O)O)cn5C4CC4)CC3)=NC2N)ccc1O (stereo not given)	93.1	109.3	100.0	103.7	103.5	97.6	81.2	99.8
CCN(CC)CCN(C(=O)Oc1ccccc1)c1ccccc1	102.7	105.5	114.0	101.0	98.8	95.6	77.3	103.0
CCCCC/C(C=Nc1ccccc1C(=O)OC)=C\c1ccccc1	.	94.8	104.4	104.7	99.8	98.2	89.6	106.7
O=C(Nc1ccc2ccccc2c1)c1ccc(Cl)cc1Cl	89.3&89.2	84.6	96.6&96.4	89.1&80.9	83.3&87.0	93.7&104.7	83.5&91.1	93.0&91.9
CCCC(=O)NC(c1cccnc1)c1ccc2cccnc2c1O (stereo not given)	49.7	28.8	58.6	50.1	58.0	53.5	29.6	64.6
Cc1ccc(/C=C2\C(=O)N(C)c3ccc(-c4ccccc4)cc32)s1	75.9	76.5	127.5	91.1	97.3	98.9	83.9	86.0
COc1ccc(C(=O)c2ccc(OC)c(OC)c2)cc1OC	82.9	107.4	112.1	97.1	81.2	92.5	69.9	91.0
O=C(Nc1nc(-c2ccc(Br)cc2)cs1)c1cc(-c2ccc(Br)cc2)nc2ccccc12	.	66.2	70.3	69.8	76.1	78.3	56.7	74.7
Cc1ccc(Nc2cc(=O)[nH]c(N)n2)cc1C	83.9	101.9	145.1	101.9	101.4	122.8	87.4	103.4
O=C1NC(=O)/C(=C/c2ccc(O)cc2)N1	88.0	100.6	107.4	95.0	104.1	89.8	79.1	96.1
Cc1c(C(=O)O)nnn1-c1nccs1	94.3	101.1	100.6	92.1	97.1	102.2	91.0	101.0
CC(C)C(=O)Nc1nc2c(s1)CCCc1ccn(S(=O)(=O)c3ccccc3)c1-2	.	90.6	83.6	101.7	89.9	99.2	77.1	104.9

Additional entries:
SMILES	CAKI-1	SF-295	TK-10	U251	786-0	SF-268	UO-31	SN12C
CCOC(=O)c1nn(C2CCCCO2)c2ccc(NC(=O)/C=C/c3ccccc3)cc12 (stereo not given)	108.5	95.3	120.7	91.8	85.5	98.1	96.9	93.7
CN1C(=O)[C@@]2(C)Nc3ccccc3CN2C1=S	95.0	96.9	102.3	101.0	112.1	104.4	61.1	92.2
COc1ccc2sc3c(NCCCN)nc4ccccc4c3c(=O)c2c1	73.0	94.5	74.8	-58.1*	42.3	57.6	67.1	81.3
Nc1ncnc2c1ncn2C1OC(COP(=O)(O)O)C(O)C1O (stereo not given)	106.1	.	122.1	111.7	104.6	125.5	100.5	99.9
Cc1c(N=C2NC(=O)/C(=C/c3cn(-c4ccccc4)nc3-c3ccc([N+](=O)[O-])cc3)S2)c(=O)n(-c2ccccc2)n1C	87.9	91.1	119.0	67.4	72.5	68.2	95.2	96.5
COc1cc(C(C)O)ccc1OC(=O)c1ccccc1 (stereo not given)	87.2	104.3	116.2	102.6	110.7	101.0	79.6	103.5
N#Cc1c(-c2ccc(Cl)cc2)c(C#N)c(=O)n(Cc2nc3ccccc3[nH]2)c1N	74.8	99.5	157.3	96.4	102.1	94.7	69.6	87.9
C1CCC(C2CCCC2)CC1	96.7	107.7	109.3	100.0	103.8	102.0	84.6	108.8
O=C(O)/C=C\C(=O)NNc1ccc([N+](=O)[O-])cc1[N+](=O)[O-]	94.8	114.8	105.3	87.6	98.9	102.1	100.4	104.8
Clc1ccc(N2c3nc4ccccc4cc3Sc3cc4ccccc4nc32)cc1	93.7	116.5	116.9	102.9	95.3	103.1	43.4	114.9
CCOC(=O)C1=C(C)N2C(=NC3=C(CCCC/C3=C\c3ccc(Cl)cc3)C2c2ccc(Cl)cc2)S1 (stereo not given)	94.4	97.8	.	101.9	98.2	111.7	83.2	104.2
COc1cc(/C(N)=N/C(N)=N/c2nc3ccccc3s2)cc(OC)c1OC	45.6	68.1	120.5	88.3	92.0	73.4	61.4	82.8
O=C(CSc1nc2ccccc2c(=O)n1-c1ccc(Cl)cc1)N/N=C/c1ccc(Oc2ccc(Cl)cc2)cc1	33.0	64.7	39.7	-20.5*	-4.7*	55.8	93.1	45.3
COc1ccc(-c2nn(CC(=O)N3CCCCC3)c3ncnc(N)c23)cc1	73.0	89.0	98.9	84.9	79.4	85.4	53.9	80.1
O=[N+]([O-])c1cc(S(=O)(=O)OCC2CO2)ccc1Cl (stereo not given)	103.6	101.3	113.8	98.9	105.6	94.3	89.7	103.1
CC(=O)[C@H]1CC[C@H]2[C@@H]3CC[C@H]4CC(=O)CC[C@]4(C)[C@H]3[C@H](O)C[C@]12C	92.3	.	98.2	102.2	111.9	106.3	81.2	100.3
COc1cc(CNc2nnc(C)c(C)n2)ccc1O	96.9	93.9	104.3	98.8	100.0	98.4	88.0	109.4
O=CN1N=C(c2ccc(Cl)cc2)CC1c1sc(Cl)nc1Cl (stereo not given)	90.0	93.9	111.2	99.1	93.3	93.8	69.0	78.5
O=C1C2C3CCC(O3)C2C(=O)N1c1nccs1 (stereo not given)	138.3	.	102.7	104.1	106.6	105.7	99.9	104.1
COc1ccc(/C=C/C(=O)c2ccc(OC)c(OC)c2O)cc1OC	.	.	123.8	81.7	89.9	101.9	51.2	83.0
O=C1CN(/N=C/c2ccc([N+](=O)[O-])o2)C(=O)N1	90.3	101.6	110.6	92.0	100.5	101.5	86.1	96.3
CCOC(=O)C1C(=O)C(=O)N(C2CCCCC2)C1C(=O)OCC (stereo not given)	.	.	97.2	103.2	102.5	104.8	.	101.2
O=C(NNC(=O)c1ccc2ccccc2c1)c1cccc(Cl)c1	97.8	108.1	112.2	101.4	110.5	103.7	92.6	108.5
CC(=O)c1ccc2c(c1)CCc1ccccc1-2	101.2	94.2	99.9	95.6	83.7	101.4	104.8	108.8
N#CC(c1ccccc1)(c1ccccc1)c1ccccc1	81.0	81.3	95.4	94.8	102.1	91.0	84.5	96.5
CS(=NC#N)c1ccc(-c2cnc(N)c(C(=O)Nc3ccccc3)n2)cc1 (stereo not given)	53.2	114.3	93.6	93.2	59.5	88.4	49.1	82.4
C/C(=N\NC(=O)Cn1c(-c2ccc(S(C)(=O)=O)cc2)nc2ccccc21)c1ccc(Cl)cc1	91.9	90.0	109.3	89.7	101.9	91.3	66.1	97.4
Cn1cc(/C=C(\C#N)C(=O)Nc2ncc(Cc3cccc(Cl)c3Cl)s2)c2ccccc21	68.0	90.8	90.0	95.8	79.9	91.7	82.6	94.2
O=S(=O)(NC1c2ccccc2Oc2ccccc21)c1ccccc1	90.1	97.8	86.4	91.9	82.1	98.9	81.9	.
CC[C@@H]1C(=O)N(C)c2cnc(Nc3ccc(C(=O)NC4CCN(C)CC4)cc3OC)nc2N1C1CCCC1	23.0	11.0	14.9	12.7	8.3*	15.5	13.4	2.3*
Cc1[nH]c2ccccc2c1CCNC(=O)c1ccccc1F	96.0	95.7	97.9	104.7	100.6	104.0	83.2	105.3
COc1ccc2c(c1)c1c(C)c3cnccc3c(C)c1n2C(C)C	76.7	87.7	91.1	65.1	62.9	85.2	46.4	62.6
Clc1ccc(NCc2nnc(-c3ccco3)o2)cc1	95.3	102.2	111.8	91.6	106.2	98.2	73.6	96.8
Clc1ccc(-c2cs/c(=N/N=C\c3ccc(Br)cc3)n2/N=C/c2ccc(Br)cc2)cc1	99.3	111.6	108.8	84.9	100.3	102.6	100.1	99.8
Br/C(=N\Nc1nn[nH]n1)c1ccccc1	92.5	100.9	.	99.6	92.2	114.3	78.6	98.7
CC/C=C\C/C=C\C/C=C\CCCCCCCCOc1ccccc1CCOP(=O)(O)OCC[N+](C)(C)C	98.6	102.7	99.9	103.7	104.0	98.2	90.9	106.2
C=C1/C(=C\C=C2/CCC[C@]3(C)[C@@H]([C@H](C)CCCC(C)(C)O)CC[C@@H]23)C[C@@H](OC(=O)CBr)C[C@@H]1O	-30.4*	94.6	88.2	70.6	7.0*	18.0	-100.0*	85.2
CCOC(=O)C(=O)N(N)C1=NN=C2N=C(C)C=C(c3ccccc3)N2N1	91.1	107.9	108.1	117.8	110.6	107.0	84.3	106.9
OCc1cnc2ccccc2c1NC1CCCCCC1	73.1	86.4	96.2	92.6	100.5	100.7	67.1	93.8
O=C1Nc2ccccc2/C1=N/c1nnc(Sc2ccccc2)s1	51.5	101.8	118.7	89.9	93.3	87.5	68.4	98.2
Cc1ccc(C2=Nc3c(N)ncnc3NC(c3ccc4c(c3)OCO4)C2)cc1 (stereo not given)	56.6	40.8	84.5	46.9	80.8	72.9	60.9	96.8
COc1ccc2nc(NC(=O)c3cc(-c4ccc(OC)c(OC)c4)n4nc(-c5ccccc5)cc4n3)sc2c1	98.7	104.1	101.9	110.7	113.8	.	75.7	106.8
CC(C)[N+](C)(CCOC(=O)C1c2ccccc2Oc2ccccc21)C(C)C	99.3	97.6	108.9	101.1	98.2	117.1	99.7	96.0
OCCNc1nc(NCCO)nc(Nc2ccc(C3=NN(c4cc(Cl)cc(Cl)c4)C(c4ccc(Cl)cc4)C3)cc2)n1 (stereo not given)	.	-68.3*	-2.4*	-47.8*	-19.6*	19.1	18.1	25.1
CN(C)C1CCN(Cc2ccccc2)CC1	93.2	99.6	98.8	96.8	97.7	102.3	79.9	100.5
O=C(C(=O)N1CCOCC1)c1cn(C/C=C/c2ccccc2)c2ccccc12	126.1	.	93.7	102.7	93.5	96.8	76.0	98.8
CCCCSc1nc(N)nc2c1ncn2CC(C)CC (stereo not given)	116.2	111.1	122.4	106.8	94.7	114.0	94.9	106.6
CCOC(=O)c1cnn(-c2nc(-c3ccc(F)cc3)c(C#N)c(N3CCOCC3)n2)c1N	.	101.2	64.0	95.3	82.5	98.7	74.1	93.9
CNC(=O)c1cc(Oc2ccc(NC(=O)Nc3ccc(Cl)c(OC(C)C)c3)c(F)c2)ccn1	64.1	33.3	66.7	58.8	107.0	58.3	45.2	.
CN(C)CCCOc1c(Br)cc(/C=C/C(=O)N(C)CCc2cc(Br)c(OCCCN(C)C)c(Br)c2)cc1Br	.	60.9	105.6	7.2*	63.7	52.5	65.7	72.8
O=c1cc(/C=N\Nc2ccc([N+](=O)[O-])cc2)[nH]c(=O)[nH]1	104.5	104.1	114.7	110.1	94.5	92.9	83.2	94.1
COc1cc2c(cc1OC)C(=O)/C(=C/c1cc(-c3ccc4c(c3)OCO4)n[nH]1)C2	56.4	.	-9.8*	-75.5*	-89.8*	-53.4*	-72.6*	6.1*
O=C(NC[C@H]1OC(O)[C@H](O)[C@@H](O)[C@@H]1O)C(Cl)Cl (stereo not given in full)	.	99.1	96.9	93.9	100.0	102.5	93.8	101.5
COc1cc(-c2cc(N)n(-c3nc4ccccc4[nH]3)n2)cc(OC)c1OC	94.3	92.4	100.2	99.9	99.9	106.9	85.6	97.7
CC(=O)OC1CCC2(C)C(CCC3C2C/C(=N\O)C2(C)C(C(C)OC(C)=O)CCC32)C1 (stereo not given)	68.2	94.7	.	98.3	97.9	98.3	83.1	96.5
Oc1cccc(Nc2nccc(-c3ccc4ccccc4c3)n2)c1	24.0	25.2	62.0	.	30.1	47.3	34.0	33.8
CCCCCCCOc1ccc(C(=O)Nc2ccc(C)cc2C(=O)O)cc1	88.0	60.8	93.6	63.6	90.6	96.4	78.9	100.7
ClCC1COC2(CCCC2)O1 (stereo not given)	86.0	74.8	97.8	91.4	101.6	104.3	85.8	103.7
N=C(N)c1ccc(N=NNc2ccc(C(=N)N)cc2)cc1 (tested in a mixture with another compound)	86.9	68.2	99.7	93.1	104.6	96.4	98.7	77.3
O=C(CCN1C(=O)/C(=C/c2ccccc2)SC1=S)N1CCOCC1	88.2	98.1	.	99.9	82.6	97.7	72.9	81.7
Cc1ccc(OCCn2ccc(=O)n(CCOc3ccc(Cl)cc3C(=O)c3cc(C)cc(C)c3)c2=O)cc1	47.6	51.1	61.7	.	57.4	49.7	41.8	62.0

High-throughput results deposited in PubChem BioAssay by NCI.

The order is random. Share with any hit: about 9.2%.
